Rad51 HR inh = human RAD51 strand exchange inhibitors, primary screen, biochemical, fluorescence; 0.085% of 200,000 active; DNA repair protein RAD51 homolog 1 (Homo sapiens), Q06609; hRad51 DNA strand exchange, fluorescence dequenching; inhibition, % at 10 µM;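 active means inhibition above 40% at the single screening dose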;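 further: 0% = DMSO control wells and 100% = blanks with heterologous ssDNA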
Target sequence (Q06609 whole entry, looked up): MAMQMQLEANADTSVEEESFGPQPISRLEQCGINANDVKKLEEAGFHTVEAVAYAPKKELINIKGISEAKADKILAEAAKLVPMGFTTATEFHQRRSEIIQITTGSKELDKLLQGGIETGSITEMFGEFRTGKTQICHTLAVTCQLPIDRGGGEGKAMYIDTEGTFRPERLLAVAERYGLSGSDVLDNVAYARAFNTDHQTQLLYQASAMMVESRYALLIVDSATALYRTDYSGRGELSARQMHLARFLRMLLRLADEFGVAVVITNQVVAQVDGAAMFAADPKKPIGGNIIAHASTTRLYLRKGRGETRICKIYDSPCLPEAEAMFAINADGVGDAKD
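Read-out basis: percent inhibition relative to plate controls and blanks / Assay system: human Rad51 nucleoprotein filaments preassembled on unlabelled ssDNA / Timing: filaments 15 min 37 °C, then compound 30 min / Control set: per-plate controls and blanks / Technique: fluorescence dequenching at 485/520 nm / Compound: 10 µM final, single point / Also added: Fluorescein- and BHQ1-tagged 47-mer duplex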
m-calpain inh = inhibitors of pig calpain II, primary screen, biochemical, fluorogenic peptide substrate, 1536-well. 0.37% of 220,000 active. AID 1236, 2008. inhibition, % at 16 µM. purified calpain II, 30 min;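 active means inhibition above about 50%, limit read from the data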
zVAD death inh = inhibitors of zVAD-triggered necroptosis, primary screen, L929 cells | L929 zVAD necroptosis rescue, ATP luminescence, 24 h; with zVAD 60 µM | viability rescue, % at 10 µM | 0.38% of 220,000 active | AID 1377, 2008;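 active means activation, scaled between plate controls, above about 75%, limit read from the data; inactive means activation under that limit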;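 further: 0% = zVAD with DMSO and 100% = DMSO alone without zVAD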
PERK inh = block of dimerizer-induced PERK translation repression, primary screen, PERK inhibitor project, CHO PERK-DD cells, SEAP luminescence, HTS; Eukaryotic translation initiation factor 2-alpha kinase 3 (Homo sapiens), Q9NZJ5; 0.17% of 220,000 active; CHO PERK-DD fusion, SEAP luminescence translation reporter; AID 1416, 2008; inhibition, % at 5.6 µM;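 active means inhibition above the mean inhibition of all tested compounds plus 3 SD, set separately per screening campaign, cut at about 2.9% in these data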;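 further: PERK kinase domain activated by AP20187 dimerizer at 100 nM; 0% = DMSO with dimerizer and 100% = rapamycin at 8.4 µM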
eIF4E-4G inh = eIF4E–eIF4G protein interaction inhibitors, primary screen, biochemical, uHTS, TR-FRET, eIF4GI fragment. TR-FRET eIF4E-eIF4GI(517-606) binding, 2 h. 0.37% of 220,000 active. inhibition, % at 21.7 µM. AID 782, 2007;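 active means inhibition above about 30%, limit read from the data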;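 further: 0% = full FRET control wells and 100% = background wells lacking eIF4GI fragment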
EBV gp42 block = Epstein-Barr virus gp42 inhibitors, primary screen, biochemical, uHTS, fluorescence polarization. Fluorescence polarization binding assay, mP read-out. inhibition, % (tested at 21.74 µM). 0.42% of 220,000 active. AID 1085, 2008; in the data active means inhibition above about 50%
KCC2 mod = KCC2 cotransporter modulators, thallium flux, primary screen, cell-based, HEK293 KCC2, FluoZin-2 fluorescence, MLSMR | Solute carrier family 12 member 5 (Homo sapiens), Q9H2X9 | 2.2% of 190,000 active | B-score of Tl+ flux slope (higher = more flux/activation; lower = inhibition) at 10 µM | AID 1456, 2008 | KCC2 cells, thallium flux FluoZin-2 fluorescence;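 active means thallium flux slope and its plate-corrected score both differing from the plate sample mean at a set confidence after two filtering rounds, in either direction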;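 further: slope of fluorescence scaled to starting intensity during 10 to 20 s after thallium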
MDM2 E3 inh = MDM2-luciferase reporter signal enhancers, primary screen, MDM2 E3 ligase inhibitor project, cell-based, luminescence, 1536-well | signal enhancement, % at 5 µM | cell-based MDM2 ubiquitination luciferase reporter, 2 h; 0 = plate control, 100 = twice control, blank-subtracted | 0.11% of 210,000 active;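 active means signal enhancement of 30% or more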;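 further: luminescence tracks abundance of the self-degrading MDM2-luciferase fusion protein; higher signal means inhibition of MDM2 E3 ligase activity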
Target sequence (Q00987 whole entry, looked up, the tested form may be a part): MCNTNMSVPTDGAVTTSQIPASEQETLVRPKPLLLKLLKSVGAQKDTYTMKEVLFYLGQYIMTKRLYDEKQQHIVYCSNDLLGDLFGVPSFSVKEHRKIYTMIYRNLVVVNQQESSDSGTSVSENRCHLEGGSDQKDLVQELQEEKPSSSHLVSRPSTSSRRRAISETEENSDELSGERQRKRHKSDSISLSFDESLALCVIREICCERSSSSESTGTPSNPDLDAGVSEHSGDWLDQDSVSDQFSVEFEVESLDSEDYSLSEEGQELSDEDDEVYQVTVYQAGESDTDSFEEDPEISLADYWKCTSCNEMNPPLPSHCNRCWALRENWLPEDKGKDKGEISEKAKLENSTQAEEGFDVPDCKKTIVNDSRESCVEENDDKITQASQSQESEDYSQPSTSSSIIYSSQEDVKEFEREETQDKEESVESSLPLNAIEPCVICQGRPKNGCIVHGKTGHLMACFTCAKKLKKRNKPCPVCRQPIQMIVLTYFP
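Test system: stable mammalian line carrying autodegrading MDM2–luciferase fusion reporter; quantity: 2000 cells in each well; times: 4 h cell settling then 2 h compound exposure, 37 °C; detection: luminescence with SteadyLite reagent, 15 min at room temperature; evaluation: percent signal gain over controls, blank-subtracted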
TNF death inh = inhibitors of TNF-alpha triggered necroptosis, primary screen, cell-based, Jurkat FADD-/-, single concentration; Jurkat FADD-/- TNF necroptosis rescue, ATP luminescence, 24 h; 0 = TNF only, 100 = no-TNF cells; activation (protection from cell death), % at 10 µM; 0.068% of 220,000 active; AID 463075, 2010;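 active means activation, meaning protection from cell death, of at least 50% relative to plate controls; inactive means activation below 50%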;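 further: necroptosis triggered by 40 ng/mL TNF-alpha added together with compound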
Starred values were filed as active, the others as inactive; · = no result given; [ ] = dose if it differs, or a comment.

1. COc1ccc(Cl)cc1NC(=O)CN(C)C(=O)CNC(=O)C12CC3CC(CC(C3)C1)C2
2. CN(C)/C=N/c1ncc(C(=O)c2ccccc2)s1
3. CCOC(=O)C1=C(C)OC(N)=C(C(=O)OCC)C1c1cccnc1 (stereo unspecified)
4. O=C(c1ccco1)n1nc(-c2ccc(Cl)cc2)nc1NCc1ccco1
5. O=C1OCCN1/N=C/c1ccc([N+](=O)[O-])o1
6. CCn1cc(C(=O)Nc2ccc(NC(=O)c3ccco3)cc2)c(=O)c2ccc(C)nc21
7. CC(=O)Nc1cccc(-c2cn3ccccc3n2)c1
8. COc1ccc(C)cc1NC(=O)C(=O)N/N=C(\C)CC(=O)Nc1cccnc1

assay / compound | 1 | 2 | 3 | 4 | 5 | 6 | 7 | 8
zVAD death inh | -0.1 | 0.3 | -0.4 | 0.7 | 0.5 | -0.3 | 0.2 | 0.1
eIF4E-4G inh | 5 | -3 | -4 | 3 | 0 | 4 | 3 | 3[fluorescence artefact?]
TNF death inh | -0.4 | -1.3 | -12 | 0.0 | -0.6 | 3.1 | -1.4 | 1.3
MDM2 E3 inh | · | -13 | -5 | -17 | · | 3 | -15 | -2
EBV gp42 block | -12 | -4 | -15 | 9 | -10 | -11 | 12 | 5
Rad51 HR inh | 0 | 7 | -1 | -5 | -6 | -17 | 14 | -2
m-calpain inh | -1 | -16 | 13 | -267 | 18 | -1 | -30 | 29
PERK inh | -0.8 | 0.4 | -0.6 | 0.1 | 2.6 | 1.1 | -0.2 | 0.0
KCC2 mod | 0.06 | · | 0.14 | 0.026 | -0.73 | 1.2 | -0.04 | 0.81

9. COc1ccc(-c2ccc(SCC(=O)c3cccs3)nn2)cc1
10. CCCCn1c(NCc2ccccc2NS(=O)(=O)c2ccc(C)cc2)nc2ccccc21
11. Cc1ccc2cc(/C=C3\N=C(c4ccccc4)OC3=O)c(N3CCOCC3)nc2c1
12. Cc1ccccc1C(=O)N[C@H](C(=O)OCC(=O)c1ccc[nH]1)C(C)C
13. COc1ccc(S(=O)(=O)N2CCCC2C(=O)Nc2ccc(C)cc2)cc1 (stereo unspecified)
14. O=c1c2ccccc2c(-c2ccc(Br)cc2)nn1Cc1ccccc1
15. CC1=C(SCCC#N)S/C(=C2\SC(C)=C(SCCC#N)S2)S1
16. CSc1nc(O)c(Cc2ccccc2)c(=O)[nH]1

assay / compound | 9 | 10 | 11 | 12 | 13 | 14 | 15 | 16
zVAD death inh | 12 | 0.5 | 2.7 | 1.1 | -0.5 | -0.3 | 0.7 | -0.1
eIF4E-4G inh | -10 | 1[fluorescence artefact?] | -1 | -1 | -14 | 4 | 5[fluorescence artefact?] | 2
TNF death inh | 0.1 | -5.0 | 0.0 | 0.7 | -1.6 | -2.4 | -4.5 | 0.4
MDM2 E3 inh | -3 | -3 | -12 | -10 | -4 | 3 | -8 | -7
EBV gp42 block | -3 | -16 | 158* | -16 | -7 | -16 | -22 | -17
Rad51 HR inh | 4 | 1 | -16 | 6 | -9 | -13 | 1 | 2
m-calpain inh | 24 | 16 | -63 | 0 | -21 | 4 | 20 | -17
PERK inh | 0.9 | 1.4 | -0.2 | -0.2 | 0.6 | 0.6 | 0.7 | 0.7
KCC2 mod | -0.079 | 1.5 | · | 0.24 | 0.022 | 0.12 | -0.008 | 1.3

17. Cc1cccc(-n2cnc(C(=O)NC3CCCCCC3)c2)n1
18. O=C(NCc1ccco1)C1CC(c2ccccc2C(F)(F)F)=NO1 (stereo unspecified)
19. CC(=O)c1ccccc1OC(=O)c1ccco1
20. COc1ccc(NC(=O)CC2Oc3ccccc3NC2=O)cc1 (stereo unspecified)
21. COc1cc2c(cc1OC)-c1nnc(C)n1C1(CCCC1)C2
22. COc1ccc(Cn2c(O)c(C=Nc3ccccc3)c3ccccc3c2=O)cc1
23. COCCNC(=O)CSc1nc2nn(-c3ccccc3)c(=O)c-2c2n1CCCCC2
24. CC(=O)Nc1ccc2c(c1)NC(=O)CC2

assay / compound | 17 | 18 | 19 | 20 | 21 | 22 | 23 | 24
zVAD death inh | 1.0 | -0.5 | -0.2 | 2.2 | 1.8 | · | -0.7 | 0.0
eIF4E-4G inh | 30* | 0 | 2 | 1 | -1 | -2 | 1 | 1
TNF death inh | -1.3 | 0.4 | 1.2 | 0.6 | 4.3 | 1.0 | -0.1 | -0.7
MDM2 E3 inh | -10 | -10 | -16 | -25 | -14 | -28 | -14 | -8
EBV gp42 block | -8 | -9 | -22 | -4 | -14 | -38 | 2 | -14
Rad51 HR inh | 3 | -4 | -7 | -1 | 3 | 25 | · | -23
m-calpain inh | 17 | -16 | 1 | 2 | -7 | 5 | 39 | -4
PERK inh | -0.5 | · | 0.3 | 0.7 | 0.7 | -0.1 | -1.3 | 1.1
KCC2 mod | 0.12 | -0.5 | 0.51 | -0.011 | 0.89 | 0.96 | 0.13 | -0.14

25. O=C(CSc1cccc[n+]1[O-])Nc1cc([N+](=O)[O-])ccc1Cl
26. O=[N+]([O-])c1cc([N+](=O)[O-])c2n[nH]c(-c3ccccc3)c2c1
27. Cc1ccc(NC(=O)NCC2CCN(Cc3cccc(Cl)c3)CC2)cc1Cl
28. COc1ccc(N2C(=O)CC(N3CCN(C(=O)c4ccco4)CC3)C2=O)cc1 (stereo unspecified)
29. COCCN1Cc2cccc(C(=O)N3CCN(c4cc(C)ccc4C)CC3)c2C1=O
30. COCC(C)N=Cc1c(O)[nH]c2ccccc12 (stereo unspecified)
31. O=C(Nc1cccnc1Cl)c1cc(-c2ccco2)on1
32. COc1ccc(-c2cc(C(F)(F)F)n3nc(C(=O)N(C)Cc4ccccc4)cc3n2)cc1OC

assay / compound | 25 | 26 | 27 | 28 | 29 | 30 | 31 | 32
zVAD death inh | 1.8 | 1.0 | 19 | 12 | 0.0 | -1.2 | -0.3 | -0.2
eIF4E-4G inh | 1 | 4 | 1 | 2 | -4 | 0 | -10[fluorescence artefact?] | 6
TNF death inh | -1.2 | 0.1 | 7.0 | -1.0 | -1.8 | -0.3 | -1.8 | -3.2
MDM2 E3 inh | -25 | 7 | -4 | -8 | -4 | 6 | -7 | -5
EBV gp42 block | -3 | -30 | -4 | -8 | -11 | -14 | -14 | 9
Rad51 HR inh | -4 | 5 | -2 | 6 | -2 | 3 | -6 | 33
m-calpain inh | -5 | -41 | 16 | -25 | -19 | 10 | -22 | -99
PERK inh | 0.9 | 0.5 | 1.3 | 0.7 | -0.4 | -0.3 | 0.3 | 0.2
KCC2 mod | -0.051 | -0.46 | -0.048 | 0.086 | -0.024 | 0.14 | · | -0.76

33. COc1c2occc2c(OC)c2c(=O)cc(C(F)(F)C(F)(F)F)oc12
34. Cc1ccc(C(=O)Nc2ccccc2N2CCN(C(=O)C(C)C)CC2)cc1
35. CC1(C)Cc2ccccc2C(NNC(=O)c2ccncc2)=N1
36. O=C(OCC#CCSc1nnc(-c2ccccc2)o1)c1cccs1
37. Cc1nn(C)c(C)c1S(=O)(=O)NC1CCCc2ccccc21 (stereo unspecified)
38. Cn1c(SCC(=O)Nc2cc(C(C)(C)C)nn2-c2ccccc2)nc2ccccc21
39. CCN1/C(=C2\C(=O)N(C)C(=S)N2C)C=Cc2cc(C)ccc21
40. CCSc1ncccc1C(=O)N[C@@H](CCSC)C(=O)OC

assay / compound | 33 | 34 | 35 | 36 | 37 | 38 | 39 | 40
zVAD death inh | -0.1 | -0.3 | 0.2 | 0.9 | -0.2 | -1.3 | -0.3 | 1.0
eIF4E-4G inh | 5 | -14 | -3 | 0 | 2 | -1[fluorescence artefact?] | -3 | -3
TNF death inh | -5.8 | -0.8 | -1.3 | -1.6 | -2.5 | 0.3 | -6.6 | 5.7
MDM2 E3 inh | -28 | -3 | 8 | -6 | -12 | 29 | -10 | 2
EBV gp42 block | -8 | -9 | -15 | -5 | 8 | 7 | -29 | -14
Rad51 HR inh | 2 | 4 | 6 | 2 | -4 | 4 | 5 | 8
m-calpain inh | -20 | 15 | 27 | 6 | 21 | 28 | 3 | -10
PERK inh | 1.3 | -1.6 | 0.4 | 0.5 | 1.5 | -0.5 | 0.5 | 0.3
KCC2 mod | -0.44 | 0.77 | 0.74 | 0.47 | · | -0.0089 | 0.4 | -0.32

41. CCOc1ncccc1C(=O)OCC(=O)c1ccc(OC)c(OC)c1
42. O=C1C2CCCCN2C(=O)N1CCN1CCN(c2ccc([N+](=O)[O-])cc2)CC1 (stereo unspecified)
43. Nc1ccccc1SCc1cn2cccnc2n1
44. O=C(C1CCCO1)N(c1ccc(F)cc1)C1C=CS(=O)(=O)C1 (stereo unspecified)
45. CCOC(=O)c1c(C)[nH]c(N=Nc2cccc(C)c2)c1C
46. Cc1ccc(CSCCNC(=O)CN2C(=O)c3ccccc3S2(=O)=O)cc1
47. CS/C(N)=N/S(=O)(=O)c1ccc(NC(C)=O)cc1
48. CCOC(=O)N/N=C/c1ccc(F)cc1

assay / compound | 41 | 42 | 43 | 44 | 45 | 46 | 47 | 48
zVAD death inh | -0.8 | -0.3 | 0.5 | -0.1 | 0.9 | 1.9 | -1.2 | 1.1
eIF4E-4G inh | 1 | -11 | 2 | 1 | 6[fluorescence artefact?] | -2 | -3 | 6
TNF death inh | -0.6 | -2.1 | 0.9 | 0.6 | -0.7 | 0.5 | 2.0 | -0.6
MDM2 E3 inh | -6 | -13 | -8 | -18 | -4 | -7 | · | -2
EBV gp42 block | 2 | -32 | 7 | 4 | 4 | -11 | -11 | -17
Rad51 HR inh | 38 | -15 | -4 | -27 | -7 | 2 | -6 | 3
m-calpain inh | -7 | -4 | -29 | 12 | 20 | -9 | 6 | -16
PERK inh | 1.5 | -0.1 | 0.6 | 0.3 | -0.5 | 1.1 | 1.2 | -0.6
KCC2 mod | -0.41 | · | 0.2 | -0.56 | 1.9 | -2.5 | -0.4 | -0.22

High-throughput results as filed in PubChem.
